# From PubChem BioAssay
# E coli growth: counter-screen for AddAB inhibitors: E. coli growth inhibition; actives 0.27% (n = 330,000); inhibition, % at 11.9 µM; E. coli V3065 growth, OD600 absorbance, 18 h;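 active = inhibition above the campaign's mean inhibition across all tested compounds plus 3 SD, cut at about 9.9% in these data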;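 note: uninfected addAB+ strain grown without phage in ampicillin broth; 0% = DMSO wells and 100% = ciprofloxacin 0.95 µg/ml wells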
# DSG3 Ab inh: human desmoglein-3 autoantibody binding inhibition; P32926; DSG3-coupled beads, scFv-anti-DSG3-GFP binding, flow cytometry; hits give low values; actives 0.48% (n = 310,000); binding (percent of control), % at 10 µM;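 active = binding more than 3 SD below its plate's average and above zero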;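 note: hits lower antibody fragment binding to DSG3; some compounds called inactive have numbers as strong as hits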
# Target sequence (P32926 whole entry, looked up, the tested form may be a part): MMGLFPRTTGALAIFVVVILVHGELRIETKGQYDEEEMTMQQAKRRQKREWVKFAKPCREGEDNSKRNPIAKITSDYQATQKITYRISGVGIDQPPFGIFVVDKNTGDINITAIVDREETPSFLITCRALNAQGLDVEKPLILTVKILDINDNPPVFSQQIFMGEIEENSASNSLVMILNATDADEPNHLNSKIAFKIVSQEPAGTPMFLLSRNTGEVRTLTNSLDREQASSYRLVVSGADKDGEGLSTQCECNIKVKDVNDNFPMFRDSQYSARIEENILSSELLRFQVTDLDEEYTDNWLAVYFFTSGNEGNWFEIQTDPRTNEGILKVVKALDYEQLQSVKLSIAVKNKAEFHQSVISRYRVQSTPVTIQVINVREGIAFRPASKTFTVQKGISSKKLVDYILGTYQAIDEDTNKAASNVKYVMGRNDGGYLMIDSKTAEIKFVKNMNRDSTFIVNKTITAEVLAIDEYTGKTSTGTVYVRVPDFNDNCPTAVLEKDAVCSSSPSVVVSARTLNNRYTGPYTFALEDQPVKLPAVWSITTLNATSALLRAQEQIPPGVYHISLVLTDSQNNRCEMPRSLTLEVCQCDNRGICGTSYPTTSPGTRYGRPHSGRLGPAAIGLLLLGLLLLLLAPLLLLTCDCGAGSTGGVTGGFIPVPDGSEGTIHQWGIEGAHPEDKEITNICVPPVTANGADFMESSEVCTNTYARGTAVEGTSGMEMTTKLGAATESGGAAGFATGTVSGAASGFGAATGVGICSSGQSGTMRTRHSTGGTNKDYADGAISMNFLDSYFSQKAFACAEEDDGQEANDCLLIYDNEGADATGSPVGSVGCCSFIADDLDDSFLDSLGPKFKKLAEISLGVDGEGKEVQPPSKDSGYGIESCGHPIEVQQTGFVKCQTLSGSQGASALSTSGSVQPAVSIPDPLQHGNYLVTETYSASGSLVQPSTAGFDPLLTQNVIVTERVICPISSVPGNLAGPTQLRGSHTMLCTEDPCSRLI
# PfHsp90 set2: reduces growth (ATP signal) of yeast expressing P. falciparum Hsp90 | inhibition, % at 9.4 µM | S. cerevisiae expressing PfHsp90, BacTiter-Glo ATP, 48 h; yeast lacking PDR1 and PDR3 efflux regulators | actives 0.32% (n = 310,000);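 active = every replicate shows inhibition above about 80%, whatever the replicate mean, limit read from the data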;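 note: 0% = DMSO neutral controls and 100% = 20 µM radicicol positive controls; yeast relying on Plasmodium falciparum Hsp90 in place of its own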
# MOR-DOR inv ag: inverse agonists of human mu-delta opioid receptor heterodimerization | actives 0.21% (n = 340,000) | cell-based MOR-DOR heterodimer luminescence, inverse agonism | P35372+P41143 | inhibition, % at 9.3 µM; in the data active = inhibition above about 22%, passing the limit was not always enough;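 note: 0% = cells with DMSO and 100% = wells without cells with DMSO; values of inactives mirror those of a sister screen read the other way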
# Arrestin-AP2 inh: blocks beta-arrestin peptide binding to AP2 adaptin | FITC-arrestin peptide / GST-AP2 beads, flow cytometry; AP2 beta2 appendage carries R879A mutation | inhibition, % at 10 µM | actives 0.31% (n = 340,000);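 active = inhibition above a set limit, near 3 SD of compounds lacking own fluorescence, cut at about 54% in these data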;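 note: plate controls were DMSO wells for no effect and 5 µM unlabelled arrestin peptide for full effect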
#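 Material – AP2 appendage R879A on GSH beads · Buffer or medium – PBS with 0.05% Tween 20 and 0.1% BSA · Probe or stimulus – fluorescein-tagged arrestin peptide at 50 nM final · Incubation – compound with beads 12 min RT, then probe 1 h RT · Detection – high-throughput flow cytometry of beads, ex 488, em 535 nm · Evaluation – percent response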
# phage Ecoli inh: E. coli growth loss with phage present. growth absorbance. inhibition, % at 11.9 µM. actives 0.26% (n = 360,000); in the data active = inhibition above about 11%
# Tat transport: E. coli Tat transport inhibition; inhibition, % at 10 µM; actives 0.036% (n = 340,000); E. coli MC4100 TorA-mCherry Tat export, fluorescence;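 active = mean replicate inhibition at least 50% and at least half of replicates individually reaching 50%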;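 note: exported cargo escapes ClpAP degradation while cytoplasmic cargo is degraded and loses fluorescence; 0% = median of neutral control wells and 100% = median of NaSCN control wells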
# Mot1-301 SUMO: SUMOylation pathway inhibition by Mot1-301 growth rescue; growth rescue, % at 18.8 µM; AID 2716; actives 1% (n = 320,000); S. cerevisiae Mot1-301 growth rescue, ATP luminescence, 38.5C; percent above DMSO median, 100 means doubled;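 active = every valid replicate shows activation above 250% relative to neutral control wells; inactive = the rest, any valid replicate at or below 250%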;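 note: OY570 slx delta 5 strain wells were the positive control but not used for scaling; some compounds called inactive have numbers as strong as hits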
# AddAB inh: less growth of phage-infected E. coli with AddAB; actives 0.29% (n = 330,000); inhibition, % at 11.9 µM; AID 435030; E. coli expressing H. pylori AddAB, absorbance growth; in the data active = inhibition above about 12%;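 note: 0% = vehicle wells of infected cells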
# OPRM1-OPRD1 ag: agonists of human mu-delta opioid receptor heterodimerization. P35372+P41143. cells, OPRM1-OPRD1 heterodimerization, luminescence. activation, % at 9.3 µM. actives 0.3% (n = 340,000). AID 504326; in the data active = activation above about 18%;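 note: 0% = vehicle-treated cells and 100% = reference agonist; values of inactives mirror those of a sister screen read the other way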
# PKA-R1A activ: activates the PKA-R1A holoenzyme complex; PKA-R1A dissociation, Cy5-IP20 fluorescence polarization; scaled: DMSO 0%, 113 µM cGMP 100%; activation, % at 11.4 µM; actives 0.083% (n = 340,000); AID 504707;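 active = percent activation above the mean of all tested compounds plus 3 SD, cut at about 19% in these data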;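 note: higher means more PKAc released from R1A so a rise in polarization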
# Starred values were filed as active, the others as inactive; nt = no result given.
SMILES,E coli growth,DSG3 Ab inh,PfHsp90 set2,MOR-DOR inv ag,Arrestin-AP2 inh,phage Ecoli inh,Tat transport,Mot1-301 SUMO,AddAB inh,OPRM1-OPRD1 ag,PKA-R1A activ
O=C(CCl)NC(Cc1c[nH]c2ccc(OCc3ccccc3)cc12)C(=O)O (centres undefined),-0.6,111,7,8,1,1.8,-1,6,-0.2,-1.6,7
CS(=O)(=O)N(CC(=O)Nc1c(F)cccc1F)c1ccc(C23CC4CC(CC(C4)C2)C3)cc1,-2.5,91,-17,-35,-1,-2.1,-5,5,0.6,6.3,4
CC(=NNC(=S)N1CCCCCC1)c1ccccn1,nt,87,91*,28,-12,-0.2,-5,nt,nt,-6.4,0
O=C(C1=C[C@@H](c2ccccc2)C[C@@H](OCCCCO)O1)N1CCN(Cc2ccc3c(c2)OCO3)CC1,-0.4,104,-5,2,-7,2.6,2,1,0.4,-0.3,2
Cc1cc(C)cc(NC(=O)CSCc2cc(=O)n3ccsc3n2)c1,-0.8,nt,1,8,-4,1.2,-3,4,3.5,-1.6,-5
CCOC(=O)c1ccccc1Nc1cn(C(C)=O)c2ccccc12,0.7,nt,nt,9,-8,2.0,5,-4,2.4,-1.7,-1
COc1cc(/C=C/C(=O)NC(C)C2CC3CCC2C3)cc(OC)c1OC (centres undefined),0.1,nt,-13,14,-8,2.2,0,-4,0.8,-2.1,2
CCOC(=O)N1CCN(C(=O)C(=O)Nc2sc3c(c2C#N)CC(C)(C)OC3)CC1,-1.6,95,2,6,-7,-0.5,-5,11,2.3,-1.2,-9
COC(c1ccccc1)c1nc2ccccc2[nH]c1=O (centres undefined),0.2,104,-10,18,1,-1.4,8,-37,1.6,-4.0,-8
O=C1NC(c2ccc(Br)cc2)Nc2ccccc21 (centres undefined),4.0,92,-7,12,4,3.2,-9,12,6.5,-2.6,-5
COC(=O)CN1C(=O)C(C)=C(c2ccc(C)cc2)S1(=O)=O,-1.5,98,-30,2,5,1.5,-4,-12,0.8,-0.4,-2
COc1cc(C2SCCS2)cc(Br)c1Oc1ncccc1[N+](=O)[O-],-0.6,102,6,nt,0,-0.1,0,-5,1.6,nt,nt
Nc1csnc1C(=O)O,0.5,99,nt,11,-6,3.5,-11,-8,1.1,-2.1,-11
C=CCNc1nc(Nc2ccc(OC)cc2)nc(OCC)n1,-0.2,104,1,-5,-3,2.1,-5,-4,0.4,0.9,-8
Cc1ccc(OCc2cc(C(=O)N(CCO)Cc3cccs3)no2)cc1C,0.4,nt,nt,-23,34,2.5,9,326,-0.7,4.0,5
COCCCNC(=S)N1CCN(c2nc(-c3ccc(F)cc3)cs2)CC1,1.7,111,27,-16,4,0.2,5,13,3.2,3.1,-1
COc1ccc(C)cc1S(=O)(=O)NC1CC1,0.8,119,-13,7,5,-3.9,-3,-4,4.9,-1.5,7
Cn1c(N)c(C(=O)CSc2nnc(-c3cccs3)n2C2CC2)c(=O)[nH]c1=O,nt,104,21,19,2,1.6,5,nt,nt,-3.6,3
Cc1ccc(NC(=O)CN(C)C(=O)c2ccc(Br)o2)cc1,0.4,105,-3,7,3,6.0,-3,10,5.2,-1.2,0
Cc1cc(C(=O)OCC(=O)N(C)c2ccccc2)ccc1[N+](=O)[O-],1.8,116,nt,6,4,-1.3,0,215,-0.2,-1.3,1
CCN(CC)c1ncnc2c1sc1nc(C)cc(C)c12,0.1,nt,nt,-13,-9,0.5,2,1,0.3,2.2,1
COc1ccccc1N1CCN(C2CCCN(C(=O)CN3CCCCC3=O)C2)CC1 (centres undefined),-0.3,99,17,8,-8,2.8,1,-6,1.8,-1.2,6
C=CCn1c(SCc2c(C)noc2C)nc2sc3c(c2c1=O)CCCCC3,2.4,107,nt,-4,8,3.2,7,-7,0.5,0.8,1
CCOC(=O)c1oc2ccccc2c1CSc1nnnn1-c1ccccc1,-1.4,91,-10,-31,19,3.3,-15,15,1.3,5.3,-3
COc1cccc(OCCOc2ccccc2OC(C)C)c1,-0.2,nt,nt,-2,7,1.1,6,-4,3.6,0.4,-8

# (list continues)
SMILES,E coli growth,DSG3 Ab inh,PfHsp90 set2,MOR-DOR inv ag,Arrestin-AP2 inh,phage Ecoli inh,Tat transport,Mot1-301 SUMO,AddAB inh,OPRM1-OPRD1 ag,PKA-R1A activ
O=C1CN(c2ccccc2)C(=O)N1,-1.5,104,-3,10,-17,1.1,-2,8,2.8,-2.0,-20
Cc1cc(N(C)C)ccc1N=Nc1ccc(N)cc1,-1.3,112,1,-3,-12,0.8,11,17,3.1,0.6,1
COc1ccc(O)c(CNn2c(-c3ccc(Br)cc3)nc3ccccc3c2=O)c1,2.0,105,-4,-49,-8,1.7,11,-5,0.1,6.9,6
CCn1nnnc1SCC(=O)N1CCc2ccccc21,-0.1,104,6,3,6,0.8,-4,564,2.7,-0.5,5
CCOc1ccc(NC(c2ccccc2)P(=O)(OC)OC)cc1 (centres undefined),-1.7,118,-1,8,3,-1.6,-9,8,-0.7,-1.6,1
CCc1nc2ccccc2n1Cc1ccccc1OC,0.2,102,19,-15,1,0.2,-4,11,3.8,3.6,-13
Cc1[nH]nc2c1C(c1cccs1)C1=C(CCCC1=O)N2 (centres undefined),0.8,116,nt,14,2,2.6,-6,-10,-0.6,-2.9,-4
CC(=O)Oc1ccc2c(=O)c(N3C(=O)c4ccccc4C3=O)c(C)oc2c1,2.0,99,-5,6,-18,1.0,8,2,1.8,-1.1,-6
COc1ccc(Br)cc1/C=C/C(=O)Nc1ccc(C)cc1,1.5,85,27,2,-2,4.8,-3,11,-0.2,-0.5,-4
CCc1ncc(CN2CCCCC2C(=O)Nc2ccc(Oc3ccccc3)nc2)cn1 (centres undefined),1.4,112,-6,7,20,-1.0,4,20,1.6,-2.1,7
CC(=O)Nc1cccc(-c2cc(C)c3cc4c(cc3n2)OCO4)c1,nt,128,-1,-13,18,1.6,-8,nt,nt,2.8,-2
O=C(Nc1ccccc1N1CCCCC1)c1cnccn1,0.6,105,-2,-9,39,4.0,4,13,-0.2,1.7,-4
COc1cccc(N(CC(=O)NC2CC3CCC2C3)S(=O)(=O)c2ccccc2)c1 (centres undefined),-0.2,118,11,6,-7,1.4,-5,5,0.4,-1.2,1
COc1ccc(/C=C/c2ccc3cccc(O)c3n2)c(OC)c1OC,-0.9,104,-61,13,0,-2.1,-4,1,-2.9,-2.6,-8
CCCCNC(=S)N(C)/N=C/c1ccc(OCC(=O)Nc2ccc(OC)cc2)c(OC)c1,-1.8,101,-2,-4,3,2.9,-2,-7,0.3,0.7,-7
CC(=O)c1c(C)[nH]c(C(=O)N2CCN(c3ccc(F)cc3)CC2)c1C,0.1,114,-17,-14,-13,3.1,20,-18,2.6,2.5,-4
Cc1onc(-c2ccccc2)c1NC(=O)N(CCC#N)Cc1cccs1,-0.1,nt,10,8,7,1.5,-1,1,-1.0,-1.6,3
Cc1sc(NC(=O)Cn2cnnn2)nc1-c1ccc(Cl)cc1,2.5,93,-5,10,-11,2.2,-1,-1,2.1,-1.9,-7
O=C(Nc1ccc2c3c(cccc13)CC2)c1ccco1,3.3,109,-20,-29,-2,0.7,21,nt,0.8,5.1,-1
Cc1ccc2c(COC(=O)C34CC5CC(CC(C5)C3)C4)cc(=O)oc2c1,3.1,99,-11,9,5,0.2,-1,-3,3.7,-1.7,-1
NC(=O)c1ccsc1NC(=O)C1CCN(S(=O)(=O)c2cccs2)CC1,0.3,98,-5,13,26,4.5,-6,27,0.8,-2.4,7
COc1cc(CNC(=O)CCC(=O)N2C[C@H]3C[C@H](C2)c2cccc(=O)n2C3)cc(OC)c1OC,1.7,105,14,1,6,2.9,4,5,2.9,-0.3,0
CN(C)S(=O)(=O)c1ccc(N2CCOCC2)nc1,0.2,95,nt,12,10,3.7,-5,236,1.2,-2.3,-3
C=C1CCC[C@]2(C)C[C@H]3OC(=O)C(CN4CC(C)OC(C)C4)[C@H]3C[C@@H]12 (some centres undefined),-1.1,110,8,-3,29,0.6,-1,22,-0.9,0.6,6
O=C(CNC(=O)C12CC3CC(CC(C3)C1)C2)OCC(=O)N1CCCCC1,-0.9,104,2,9,-3,5.2,-10,-2,1.2,-1.8,4

# Continuation.
SMILES,E coli growth,DSG3 Ab inh,PfHsp90 set2,MOR-DOR inv ag,Arrestin-AP2 inh,phage Ecoli inh,Tat transport,Mot1-301 SUMO,AddAB inh,OPRM1-OPRD1 ag,PKA-R1A activ
Cc1ccccc1-n1nc(C(=O)c2cccs2)cc(-c2nc3ccccc3[nH]2)c1=N,-4.6,nt,nt,-7,8,-1.9,7,8,-1.7,1.2,-4
O=C(c1ccc2c(c1)OCO2)N1CCc2ccccc21,-2.7,nt,-6,2,-1,2.7,0,-8,0.5,-0.3,-7
CN(C)S(=O)(=O)N1CCC(Cc2ccccc2)CC1,1.3,99,16,6,-3,1.4,-4,62,5.6,-1.0,0
O=C(NCCN1CCN(C(=O)c2ccc(F)cc2)CC1)c1ccc(F)cc1,-1.2,102,16,4,12,1.1,-9,13,-0.3,-0.6,-7
Cc1c(C(=O)NCc2ccc3c(c2)OCO3)oc2ccc(S(=O)(=O)N3CCCCC3)cc12,-0.6,100,5,-30,5,0.9,11,0,1.7,5.6,5
O=C(Nc1ccccc1F)C(c1ccccc1)c1ccccc1,0.2,nt,-7,10,-7,-1.0,4,1,3.3,-2.0,-16
CN(C)/C=N/c1nc2ccc3c(c2s1)CCCC3,-0.4,89,7,-22,-8,2.6,-1,8,0.3,4.0,0
O=c1onc(-c2cccnc2)n1-c1ccccc1F,-2.9,nt,11,-19,15,2.3,3,-13,-0.8,3.8,-7
COc1cc(C(N)=O)cc(Cl)c1OC,1.1,99,7,8,23,2.5,-4,3,4.3,-1.5,-4
COc1ccc(C(=O)N/N=C/c2ccc(OC)c(COc3c(F)c(F)cc(F)c3F)c2)cc1,nt,107,-9,4,-2,1.0,-14,17,nt,-1.1,-9
COC(=O)c1sccc1NC(=O)COc1ccc(Cl)cc1,-1.7,98,12,17,5,3.2,-1,nt,2.6,-2.8,1
O=[N+]([O-])c1ccc(N2CCCCC2)c(-c2nn[nH]n2)c1,-0.5,105,-3,11,31,1.0,2,-16,-0.1,-2.2,1
CCC(=O)OCCn1c(=O)c2ccccc2c2ccccc2c1=O,0.4,101,-17,11,-6,3.0,2,-5,2.5,-2.4,10
CCOc1ccc(NC(=O)CCc2nnc3ccc(N4CCC(C)CC4)nn23)cc1,-1.6,100,29,1,-2,-0.2,-1,-10,0.0,-0.1,-3
COc1cccc(N2C(=O)CC(N3CCN(c4ccc([N+](=O)[O-])cc4)CC3)C2=O)c1 (centres undefined),-1.7,101,1,13,-12,-0.2,-2,12,0.7,-2.7,-9
